Source: PubChem BioAssay (several laboratories)
Mac1 fbg enh = enhancers of CD11b/CD18 adhesion to fibrinogen, primary screen, K562 cells, luminescence; Integrin beta-2 (Homo sapiens) + Integrin alpha-M (Homo sapiens), P05107+P11215; ATPlite luminescence; activation, % at 10 µM; actives 0.07% (n = 93,000);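 active = 10 µM primary screen giving 50% or more activity, confirmed by 40% or more on retest at that dose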; note: strong numbers were not always called active
CD11b adhes inh = inhibitors of CD11b/CD18 adhesion to fibrinogen, primary screen, K562 cells, luminescence; Integrin beta-2 (Homo sapiens) + Integrin alpha-M (Homo sapiens), P05107+P11215; ATPlite luminescence; Mn2+ added to activate the integrin; inhibition, % at 10 µM; actives 0.54% (n = 93,000);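 active = primary inhibition of 50% or more at 10 µM, then 40% or more on retest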; note: some results filed as inactive read as strong as hits
CYP2C19 inh = blockers of cytochrome P450 2C19 activity – biochemical, luminescence, ADME assay, primary screen. actives 21% (n = 96,000). inhibition, % at 5 µM. AID 778, 2007. CYP2C19 Supersomes, luciferin-H EGE luminescence, 30 min. P33261;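 active = CYP2C19 inhibition above a set limit at 5 µM in the primary screen, cut at about 50% in these data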;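 note: plate controls were negative control wells for no effect and 2.5 mM tranylcypromine positive control for full effect; values of inactives mirror those of a sister screen read the other way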
Target sequence (P33261 whole entry, looked up): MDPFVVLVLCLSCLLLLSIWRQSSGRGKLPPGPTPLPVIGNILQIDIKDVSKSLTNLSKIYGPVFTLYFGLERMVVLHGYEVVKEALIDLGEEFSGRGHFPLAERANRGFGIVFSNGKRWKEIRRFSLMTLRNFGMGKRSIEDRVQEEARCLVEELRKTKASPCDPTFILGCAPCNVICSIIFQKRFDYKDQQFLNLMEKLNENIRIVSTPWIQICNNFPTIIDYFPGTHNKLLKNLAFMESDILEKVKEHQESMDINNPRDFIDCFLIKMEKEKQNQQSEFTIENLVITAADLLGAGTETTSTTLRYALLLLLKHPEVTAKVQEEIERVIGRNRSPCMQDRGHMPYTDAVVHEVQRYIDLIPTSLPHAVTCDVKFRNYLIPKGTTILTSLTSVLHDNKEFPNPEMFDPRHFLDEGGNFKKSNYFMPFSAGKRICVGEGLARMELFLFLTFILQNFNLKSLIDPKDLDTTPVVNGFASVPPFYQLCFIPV
H69AR inhibit = proliferation blockers of H69AR lung cancer cells, primary screen, cell-based, human, 86K library; H69AR lung tumor viability, ATP luminescence, 72 h; active compounds read low; viability, % at 10 µM; actives 6% (n = 85,000); AID 598, 2007;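 active = viability at or below 40%; inactive = viability above 40%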;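 note: multidrug resistant small cell line overexpressing MRP-1 efflux transporter; 100% = mean luminescence of untreated control wells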
Lung fibro prol = antiproliferative effect on LL 47 fibroblasts – human, LL 47 cells, CellTiter-Glo luminescence, primary screen. LL 47 human lung fibroblast viability, ATP luminescence; active compounds read low. viability, % at 10 µM. actives 1.1% (n = 85,000);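 active = viability at or below 50% in the single dose screen; inactive = viability above 50%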;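 note: compound exposure lasted 72 h before the ATP readout; 100% = median luminescence of untreated cell-only wells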
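Times – overnight cell rest, 72 h compound treatment at 37 °C · Test system – human lung fibroblast line LL 47, low passage · Amount – 1,150 cells in each well · Controls – cell-only wells, no compound · Doses – 0.1% DMSO in all compound wells · Measured by – CellTiter-Glo luminescence · Buffer or medium – IMEM plus 15% FBS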
ERa coact inh = ERα–SRC-1 coactivator interaction inhibitors, primary screen, biochemical, TR-FRET, ERα LBD, estradiol-bound; Estrogen receptor (Homo sapiens), P03372; TR-FRET ER-alpha LBD / SRC-1 peptide; inhibition, % at 25.6 µM; actives 1.7% (n = 86,000); in the data active = inhibition above about 50%;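 note: 0% = receptor plus peptide control and 100% = peptide only without receptor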
Target sequence (P03372 whole entry, looked up, the tested form may be a part): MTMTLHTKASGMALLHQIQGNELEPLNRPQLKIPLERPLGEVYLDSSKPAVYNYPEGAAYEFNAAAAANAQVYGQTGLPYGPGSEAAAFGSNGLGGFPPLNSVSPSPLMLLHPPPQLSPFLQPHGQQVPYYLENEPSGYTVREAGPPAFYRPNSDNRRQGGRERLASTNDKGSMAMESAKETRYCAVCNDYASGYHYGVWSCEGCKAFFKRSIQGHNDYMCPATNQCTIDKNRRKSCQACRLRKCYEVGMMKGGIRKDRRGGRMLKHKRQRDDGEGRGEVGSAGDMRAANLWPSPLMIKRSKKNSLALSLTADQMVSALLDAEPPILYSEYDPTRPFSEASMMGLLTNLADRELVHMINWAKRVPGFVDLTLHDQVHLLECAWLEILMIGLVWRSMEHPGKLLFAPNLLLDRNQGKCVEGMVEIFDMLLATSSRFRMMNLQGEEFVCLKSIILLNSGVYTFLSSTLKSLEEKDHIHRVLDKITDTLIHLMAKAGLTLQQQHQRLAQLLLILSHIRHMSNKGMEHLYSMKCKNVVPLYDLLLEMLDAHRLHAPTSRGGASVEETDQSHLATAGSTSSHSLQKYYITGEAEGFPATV
CYP2C19 act = human CYP2C19 activators, primary screen, biochemical, luminescence. 96,000 tested, under 10 active. activation factor at 5 µM. recombinant CYP2C19, luciferin-H EGE luminescence; active compounds read high; 0 = fully inhibited enzyme, 1 = untreated enzyme. AID 1025, 2008;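 active = activation factor of at least 2 at 5 µM in the primary screen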;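 note: 0 = wells with 2.5 mM tranylcypromine and 1 = vehicle-only wells; values of inactives mirror those of a sister screen read the other way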
ERa coact pot = enhancers of ERα–SRC-1 coactivator binding, primary screen, biochemical, TR-FRET, ERα LBD, low estradiol; Estrogen receptor (Homo sapiens), P03372; TR-FRET ERalpha-LBD/SRC-Cy5 coactivator binding, 2 h; 100 = basal binding, no effect; coactivator binding (% of control), % at 25.6 µM; actives 1.3% (n = 86,000); AID 639, 2007; in the data active = activity above about 200%;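 note: binding measured in presence of low estradiol as agonist stimulus; 0% = peptide alone without receptor and 100% = receptor with peptide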
HUVEC prolif 384 = inhibitors of HUVEC proliferation, primary screen, cell-based, 384-well. CellTiter-Glo luminescence, 72 h; active compounds read low. viability, % at 10 µM (by protocol). actives 1.1% (n = 86,000). AID 648, 2007;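 active = viability at or below 30%; inactive = viability above 30%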;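 note: 100% = median luminescence of DMSO-only cell control wells on each plate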
The depositor's hits bear a star; [ ] = remark or other dose.

For CCN(C1CCCCC1)S(=O)(=O)c1ccc(S(=O)(=O)N(CC(=O)Nc2ccccc2)C2CC2)cc1 the results were Mac1 fbg enh 0.6, CD11b adhes inh 1.3, CYP2C19 inh -14.3, H69AR inhibit 58.3, Lung fibro prol 87.4, ERa coact inh -1.1[fluorescence artefact?], CYP2C19 act 1.1, ERa coact pot 101.3 and HUVEC prolif 384 92.5.
CC(C)c1cc(Br)ccc1OCCCN1C(=O)NC(C)(C)C1=O was read as Mac1 fbg enh -1.4, CD11b adhes inh 21.8, CYP2C19 inh 91.7*, H69AR inhibit 104.8, Lung fibro prol 91.5, ERa coact inh -1.9, CYP2C19 act 0.1, ERa coact pot 83.5 and HUVEC prolif 384 66.5.
For COCc1nnc(NS(=O)(=O)c2ccc([N+](=O)[O-])cc2)s1 the results were Mac1 fbg enh -3.7, CD11b adhes inh -3.0, CYP2C19 inh -20.3, H69AR inhibit 92.2, Lung fibro prol 95.4, ERa coact inh -5.7, CYP2C19 act 1.2, ERa coact pot 91.5 and HUVEC prolif 384 106.9.
Screening Cc1ccc(Cn2c3ccccc3c3cn[nH]c(=O)c32)cc1 returned Mac1 fbg enh -1.9, CD11b adhes inh 33.6, CYP2C19 inh -0.9, H69AR inhibit 83.6, Lung fibro prol 89.5, ERa coact inh 7.4[fluorescence artefact?], CYP2C19 act 1, ERa coact pot 91.5 and HUVEC prolif 384 91.7.
`CCOc1cnc(-c2ccc(OC)cc2)o1` gave Mac1 fbg enh -3.7, CD11b adhes inh -18.1, CYP2C19 inh 9.6 and CYP2C19 act 0.9.
Screening S=c1sc2c(N3CCN(Cc4ccccc4)CC3)ncnc2n1-c1ccccc1 returned Mac1 fbg enh 0.1, CD11b adhes inh -32.4, CYP2C19 inh 38.5, H69AR inhibit 93.5, Lung fibro prol 91.9, ERa coact inh 1.2, CYP2C19 act 0.6, ERa coact pot 107.0 and HUVEC prolif 384 84.4.
NC(=O)CSc1nnc(-c2ccoc2)o1 was read as Mac1 fbg enh -0.5, CD11b adhes inh -6.8, CYP2C19 inh -6.4, H69AR inhibit 97.8, Lung fibro prol 93.4, ERa coact inh -6.2, CYP2C19 act 1.1, ERa coact pot 117.3 and HUVEC prolif 384 99.2.
Cc1cc(C)c(C(N)=O)c(NC(=O)Nc2ccccc2)n1 was read as Mac1 fbg enh 1.2, CD11b adhes inh 12.7, CYP2C19 inh -4.8 and CYP2C19 act 1.
COc1ccc(F)cc1S(=O)(=O)n1cc(C)nc1-c1ccccc1 was read as Mac1 fbg enh -2.3, CD11b adhes inh -16.6, CYP2C19 inh 9.4, H69AR inhibit 89.8, Lung fibro prol 95.4, ERa coact inh -3.5, CYP2C19 act 0.9, ERa coact pot 126.3 and HUVEC prolif 384 92.2.
Screening COc1ccc(C(=O)N2CCCc3ccccc32)cc1 returned Mac1 fbg enh -1.3, CD11b adhes inh -8.2, CYP2C19 inh 32.6, H69AR inhibit 97.7, Lung fibro prol 97.6, ERa coact inh 3.9, CYP2C19 act 0.7, ERa coact pot 91.3 and HUVEC prolif 384 111.2.
`CCC(c1nnnn1C(C)C)N1CCN(C2CCCC2)CC1` (stereo not drawn) gave Mac1 fbg enh -5.5, CD11b adhes inh -4.4, CYP2C19 inh -10.1, H69AR inhibit 88.3, Lung fibro prol 96.6, ERa coact inh 2.6, CYP2C19 act 1.1, ERa coact pot 149.0 and HUVEC prolif 384 91.8.
`CC(CP(=O)(O)O)NC(=O)Cc1ccccc1` (stereo not drawn) gave CYP2C19 inh -10.0, H69AR inhibit 104.0, ERa coact inh 3.1, CYP2C19 act 1.1, ERa coact pot 120.4 and HUVEC prolif 384 100.7.
`O=C(c1ccco1)n1nc(-c2ccco2)nc1SCc1ccccc1` gave Mac1 fbg enh 22.0, CD11b adhes inh -24.2, CYP2C19 inh 35.0, H69AR inhibit 82.2, Lung fibro prol 106.7, ERa coact inh 3.3, CYP2C19 act 0.7, ERa coact pot 93.0 and HUVEC prolif 384 94.3.
O=C(O)c1cc(C(=O)O)c(-c2ccccc2)c(C(=O)O)c1 was read as Mac1 fbg enh 1.3, CD11b adhes inh 7.1, CYP2C19 inh -18.7 and CYP2C19 act 1.2.
CCc1nc(N2CCC(C)CC2)c2oc3ccccc3c2n1 was read as Mac1 fbg enh 2.0, CD11b adhes inh 22.9, CYP2C19 inh -7.6, H69AR inhibit 44.7, Lung fibro prol 98.7, ERa coact inh -1.3, CYP2C19 act 1.1, ERa coact pot 79.9 and HUVEC prolif 384 91.2.
`COC(=O)CSc1ncc(C#N)c(N)n1` gave Mac1 fbg enh -6.1, CD11b adhes inh 5.8, CYP2C19 inh 3.0, H69AR inhibit 77.4, Lung fibro prol 119.3, ERa coact inh 6.1[fluorescence artefact?], CYP2C19 act 1, ERa coact pot 101.3 and HUVEC prolif 384 96.8.
`Nc1c(C(=O)c2cccs2)oc2ccccc12` gave Mac1 fbg enh 0.7, CD11b adhes inh 6.9, CYP2C19 inh 46.0, H69AR inhibit 95.9, Lung fibro prol 97.1, ERa coact inh -14.7[fluorescence artefact?], CYP2C19 act 0.5, ERa coact pot 258.8*[fluorescence artefact?] and HUVEC prolif 384 96.0.
O=C(Nc1ccc(S(=O)(=O)Nc2cnc3ccccc3n2)cc1)c1ccc(Br)o1 was read as Mac1 fbg enh -0.2, CD11b adhes inh 15.5, CYP2C19 inh -18.4, H69AR inhibit 98.9, Lung fibro prol 95.0, ERa coact inh 10.5, CYP2C19 act 1.2, ERa coact pot 96.3[fluorescence artefact?] and HUVEC prolif 384 107.9.
CC(C)CNC(=O)COC(=O)CCC(=O)c1ccc(F)cc1 was read as Mac1 fbg enh 2.6, CD11b adhes inh -20.3, CYP2C19 inh 36.5 and CYP2C19 act 0.6.
`CC(C)(C)NC(=O)c1cnn2c1NC(c1ccc(F)cc1)CC2C(F)(F)F` (stereo not drawn) gave Mac1 fbg enh -3.6, CD11b adhes inh -11.6, CYP2C19 inh 10.9, H69AR inhibit 67.4, Lung fibro prol 33.0*, ERa coact inh -3.2[fluorescence artefact?], CYP2C19 act 0.9, ERa coact pot 102.5 and HUVEC prolif 384 97.5.
Screening C=C(C)CSc1nnc([C@@H]2CCCN2C(=O)OC(C)(C)C)o1 returned Mac1 fbg enh -1.8, CD11b adhes inh -19.2, CYP2C19 inh 46.9, H69AR inhibit 95.2, Lung fibro prol 105.5, ERa coact inh -3.8[fluorescence artefact?], CYP2C19 act 0.5, ERa coact pot 104.7 and HUVEC prolif 384 94.9.
`Cn1c(CCCNC(=O)c2cccs2)nc2ccccc21` gave Mac1 fbg enh 0.8, CD11b adhes inh -9.8, CYP2C19 inh 25.8, H69AR inhibit 85.8, Lung fibro prol 103.6, ERa coact inh -37.0, CYP2C19 act 0.7, ERa coact pot 88.4 and HUVEC prolif 384 90.3.
`Cc1cc(Cl)ccc1OC(C)C(=O)Nc1ccccc1N1CCOCC1` (stereo not drawn) gave Mac1 fbg enh 14.8, CD11b adhes inh -4.9, CYP2C19 inh 90.0*, H69AR inhibit 74.9, Lung fibro prol 85.9, ERa coact inh -8.1, CYP2C19 act 0.1, ERa coact pot 102.2 and HUVEC prolif 384 86.5.
For CC1CN(C2CCN(S(=O)(=O)Cc3ccccc3)CC2)CC(C)O1 (stereo not drawn) the results were Mac1 fbg enh 0.0, CD11b adhes inh -8.0, CYP2C19 inh -8.8, H69AR inhibit 100.0, Lung fibro prol 89.2, ERa coact inh 0.4[fluorescence artefact?], CYP2C19 act 1.1, ERa coact pot 99.8[fluorescence artefact?] and HUVEC prolif 384 95.0.
`CC(C)(C)c1csc(NC(=O)c2ccc(Cl)s2)n1` gave Mac1 fbg enh -2.0, CD11b adhes inh 51.1, CYP2C19 inh 15.1, H69AR inhibit 81.7, Lung fibro prol 62.6, ERa coact inh 6.3, CYP2C19 act 0.8, ERa coact pot 102.4[fluorescence artefact?] and HUVEC prolif 384 59.2.
`Cc1ccnc(N2CCC(C(=O)NC3CCCCCC3)CC2)n1` gave Mac1 fbg enh -0.7, CD11b adhes inh 2.2, CYP2C19 inh 94.4*, H69AR inhibit 77.9, Lung fibro prol 102.8, ERa coact inh -2.2, CYP2C19 act 0.1, ERa coact pot 120.3 and HUVEC prolif 384 105.6.
Screening COCCN1Cc2cccc(C(=O)NCc3ccccc3OC)c2C1=O returned Mac1 fbg enh 7.6, CD11b adhes inh -14.5, CYP2C19 inh -3.5, H69AR inhibit 90.3, Lung fibro prol 102.8, ERa coact inh -2.7, CYP2C19 act 1, ERa coact pot 103.4 and HUVEC prolif 384 100.5.
For N=c1c(C(=O)NCc2ccco2)cc2c(=O)n3ccccc3nc2n1Cc1ccccc1 the results were Mac1 fbg enh 0.9, CD11b adhes inh -13.5, CYP2C19 inh 33.6, H69AR inhibit 46.2, Lung fibro prol 91.3, ERa coact inh 47.4, CYP2C19 act 0.7, ERa coact pot 72.3 and HUVEC prolif 384 78.7.
Screening CCCC1CC(CSC(=N)N)OC1=O (stereo not drawn) returned Mac1 fbg enh 0.4, CD11b adhes inh -22.7, CYP2C19 inh 4.2, H69AR inhibit 87.1, Lung fibro prol 99.8, ERa coact inh 0.1, CYP2C19 act 1, ERa coact pot 85.6 and HUVEC prolif 384 95.3.
Screening Cc1ccc2c(c1)c1c(n2CC2COC(C)(C)O2)C(=O)CCC1 (stereo not drawn) returned Mac1 fbg enh 0.4, CD11b adhes inh 9.5, CYP2C19 inh 75.8*, H69AR inhibit 91.8, Lung fibro prol 93.5, ERa coact inh -3.0, CYP2C19 act 0.2, ERa coact pot 124.7 and HUVEC prolif 384 86.4.
Screening COc1ccc(C(=O)N2CCCCC2)cc1S(=O)(=O)Nc1cccc(C(=O)O)c1 returned H69AR inhibit 94.9, Lung fibro prol 93.8, ERa coact inh -30.3, ERa coact pot 108.7 and HUVEC prolif 384 88.8.
O=C(C1CCN(C2CC(=O)N(c3cccc(Cl)c3)C2=O)CC1)N1CCCC1 (stereo not drawn) was read as Mac1 fbg enh -3.3, CD11b adhes inh 11.4, CYP2C19 inh -20.8, H69AR inhibit 94.7, Lung fibro prol 101.3, ERa coact inh 14.3, CYP2C19 act 1.2, ERa coact pot 110.5 and HUVEC prolif 384 91.9.
Cc1cc(F)c(F)c(C(=O)N2CCOCC2)c1Cl was read as H69AR inhibit 100.2, Lung fibro prol 100.0, ERa coact inh -24.7, ERa coact pot 100.6 and HUVEC prolif 384 100.3.
For Cc1ccc(Sc2c(C)nn(C(=O)c3cccc(S(=O)(=O)N4CCOCC4)c3)c2C)cc1 the results were Mac1 fbg enh 0.8, CD11b adhes inh 65.3, CYP2C19 inh 52.8*, H69AR inhibit 99.0, Lung fibro prol 98.0, ERa coact inh 17.7[fluorescence artefact?], CYP2C19 act 0.5, ERa coact pot 236.7*[fluorescence artefact?] and HUVEC prolif 384 102.8.

The order is random; overall some 26% were active at least once.
